Bioassay records: PubChem BioAssay, National Center for Advancing Translational Sciences (NCATS)
USP1 inh: Inhibitors of USP1/UAF1: Primary Screen; recombinant USP1/UAF1, Ub-Rhodamine cleavage fluorescence; 390,000 tested, 0.23% active; Ubiquitin carboxyl-terminal hydrolase 1 (Homo sapiens), O94782; Potency, µM (highest dose often 57.1 µM), without a hit: at the highest dose activity change, negative = inhibition, usual class: inhibitors; also: potency is read from the fitted curve at half-maximal effect; % is scaled to controls: 0 for no effect and ±100 for the full control effect; nearly all actives have a fitted effect of over 60% in size; inactives centre near -12
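1 nM enzyme complex + cpd, 15 min RT; start with Ub-Rho 150nM final; kinetic fluorescence ex 480/em 540, 6 reads q60 s. Buffer 50mM HEPES pH 7.8, 0.5mM EDTA, 0.1 mg/ml BSA, 1mM TCEP, 0.01% Tween-20.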
GRP78 ERSR act: qHTS for Inducers of the Endoplasmic Reticulum Stress Response (ERSR) in Human Glioma: qHTS. U87-MG GRP78 promoter luciferase reporter, 16 h. Potency, µM, for inactives: at the top dose activation, actives largely listed as activators. 420,000 tested, 0.02% active. AID 602332, 2012; also: potency is read from the fitted curve at half-maximal effect; series mostly up to about 76 µM; % of control where 0% means no effect; nearly all actives have a fitted effect of over 35% in size
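Stably transfected U87-MG glioma cells carrying a GRP78-based luciferase sensor; 16 h compound incubation. Luminescence end-point read 10 min after Bright-Glo addition at room temperature.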
RGS4 inh: Inhibitors of Regulator of G Protein Signaling (RGS) 4: qHTS; Regulator of G-protein signaling 4 (Homo sapiens), P49798; Potency, µM (titrated, usually from 114 µM), without a hit: at the highest dose activity change, negative = inhibition, usual class: inhibitors; 390,000 tested, 0.039% active; Transcreener GDP fluorescence polarization, RGS4-accelerated GTP hydrolysis; also: potency is read from the fitted curve at half-maximal effect; % is scaled to controls: 0 for no effect and ±100 for the full control effect; nearly all actives have a fitted effect of over 75% in size; some results filed as inactive show a strong effect at the top dose
Target sequence (P49798 whole entry, looked up): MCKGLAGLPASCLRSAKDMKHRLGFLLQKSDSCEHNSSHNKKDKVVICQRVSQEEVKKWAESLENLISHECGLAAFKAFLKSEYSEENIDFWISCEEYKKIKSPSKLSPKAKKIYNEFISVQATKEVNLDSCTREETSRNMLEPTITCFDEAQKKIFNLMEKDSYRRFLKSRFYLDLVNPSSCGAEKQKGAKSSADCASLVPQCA
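MLSMR compounds (23 nl, pin-transferred) preincubated 10 min at room temperature with a 500nM (2x) first reagent, then RGS4 at 900nM (2x) plus Transcreener GDP mix added; fluorescence polarization (620/688 nm) read before and after 90 min at 30 °C.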
IDH1 R132H inh: qHTS for Inhibitors of mutant isocitrate dehydrogenase 1 (IDH1): qHTS; IDH1-R132H enzyme, NADPH consumption, diaphorase/resazurin fluorescence; Potency, µM (doses to about 76.6 µM), for inactives: at the highest dose activity change, negative = inhibition, most hits filed as inhibitors; 390,000 tested, 0.093% active; also: potency is read from the fitted curve at half-maximal effect; % is scaled to controls: 0 for no effect and ±100 for the full control effect; nearly all actives have a fitted effect of over 65% in size
Target sequence (O75874 whole entry R132H, stated change not applied): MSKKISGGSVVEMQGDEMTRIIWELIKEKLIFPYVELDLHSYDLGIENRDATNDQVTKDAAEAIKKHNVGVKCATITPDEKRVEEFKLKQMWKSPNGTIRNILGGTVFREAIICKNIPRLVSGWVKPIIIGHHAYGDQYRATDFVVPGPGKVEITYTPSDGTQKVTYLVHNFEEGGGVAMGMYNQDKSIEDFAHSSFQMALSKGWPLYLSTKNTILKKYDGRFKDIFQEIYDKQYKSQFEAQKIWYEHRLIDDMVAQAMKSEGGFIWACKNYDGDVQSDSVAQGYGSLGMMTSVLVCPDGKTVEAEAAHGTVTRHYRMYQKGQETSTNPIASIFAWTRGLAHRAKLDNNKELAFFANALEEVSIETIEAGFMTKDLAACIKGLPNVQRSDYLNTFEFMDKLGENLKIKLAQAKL
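IDH1-R132H (0.5 ug/mL) preincubated 30 min with compound, then NADPH (0.016 mM) and alpha-KG (2 mM) added; 80 min at RT, pH 7.5. Remaining NADPH coupled via diaphorase/resazurin to fluorescence (540/590 nm); concentration-response curves normalized to no-enzyme control.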
TrxR1 substrate: qHTS Assay for Substrates of Mammalian Selenoprotein Thioredoxin Reductase 1 (TrxR1): qHTS | Thioredoxin reductase 1, cytoplasmic (Rattus norvegicus), O89049 | purified TrxR1 substrate turnover, NADPH consumption readout | Potency, µM (titrated, usually from 114 µM), for the others: at the top dose activity change, negative = substrate turnover | 390,000 tested, 0.01% active; also: potency is read from the fitted curve at half-maximal effect; % is scaled to controls: 0 for no effect and ±100 for the full control effect; nearly all actives have a fitted effect of over 50% in size
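Rat TrxR1, dispensed at 90 nM, was prereduced with 400 uM NADPH (final) for 5 min at ~22 deg C, then incubated with compound 15 min before 400 uM selenite. A first-read NADPH fluorescence drop versus no-compound background flagged substrates.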
Vif-A3G inh: qHTS for Inhibitors of Vif-A3G Interactions: qHTS. HeLa A3G-eYFP + Vif (tagged APOBEC3G with the HIV-1 protein that degrades it), YFP fluorescence, overnight. Potency, µM (highest dose often 46.1 µM), inactives show at the top dose activity, negative = active, usual class: inhibitors. 410,000 tested, 0.076% active. AID 602310, 2012;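 also: potency is read from the fitted curve at half-maximal effect; % is scaled to controls: 0 for no effect and ±100 for the full control effect; nearly all actives have a fitted effect of over 60% in size; hits raise eYFP signal because A3G escapes Vif-driven loss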
Target sequence (Q9HC16 whole entry, looked up): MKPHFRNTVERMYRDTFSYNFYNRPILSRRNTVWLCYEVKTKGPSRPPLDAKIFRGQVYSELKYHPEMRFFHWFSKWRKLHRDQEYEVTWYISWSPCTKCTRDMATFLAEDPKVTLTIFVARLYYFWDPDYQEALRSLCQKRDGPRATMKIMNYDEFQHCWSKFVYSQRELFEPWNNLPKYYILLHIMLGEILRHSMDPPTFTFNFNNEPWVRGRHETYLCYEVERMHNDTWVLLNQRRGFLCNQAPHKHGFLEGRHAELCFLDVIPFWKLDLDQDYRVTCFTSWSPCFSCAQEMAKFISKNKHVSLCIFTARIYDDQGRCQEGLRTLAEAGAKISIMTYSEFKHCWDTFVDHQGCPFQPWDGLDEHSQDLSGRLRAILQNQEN
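HeLa cells stably expressing Vif and C-terminally eYFP-tagged A3G, seeded overnight at 37 deg C, then exposed to compound by pintool overnight at 37 deg C. Rise in yellow fluorescence (Ex 488/Em 500-530, Acumen) marks blocked Vif-driven A3G degradation.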
Vif-APOBEC3F blk: qHTS for Inhibitors of Vif-A3F Interactions: qHTS. HeLa A3F-eYFP + Vif (tagged APOBEC3F with the HIV-1 protein that degrades it), YFP fluorescence increase. Potency, µM (doses to about 46.1 µM), inactives show at the top dose activity, negative = active. 390,000 tested, 0.2% active. AID 602313, 2012; also: potency is read from the fitted curve at half-maximal effect; % of control where 0% means no effect; nearly all actives have a fitted effect of over 65% in size
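HeLa cells stably expressing A3F-eYFP plus Vif, plated and incubated overnight at 37 deg C, then exposed to compounds overnight at 37 deg C. Blocked degradation read as raised yellow fluorescence (Ex 488/Em 500-530).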
LDHA block: qHTS assay for inhibitors of human lactate dehydrogenase. L-lactate dehydrogenase A chain (Homo sapiens), P00338. purified LDHA, NADH/diaphorase-resazurin fluorescence; hits give low values. activity change, % (values are at about 110 or 230 µM). 480,000 tested, 0.15% active. AID 1347041, 2019; in the data active = activity change below about -30%; inconclusive = mostly about -25% to -30%;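 also: plate controls were DMSO wells for no effect and wells without enzyme for full effect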
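LDH5 2 nM; NADH 0.06 mM, pyruvate 0.2 mM; 200 mM Tris pH 7.4, EDTA, Tween-20; 5 min RT. Detection: diaphorase 0.133 mg/mL + resazurin 37 µM, fluorescence ex540/em590 at 0 and 20 min; normalized to enzyme-free and DMSO wells.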
TrxR1 inh: qHTS Assay for Inhibitors of Mammalian Selenoprotein Thioredoxin Reductase 1 (TrxR1): qHTS. recombinant rTrxR1, NADPH fluorescence consumption, selenite substrate. Thioredoxin reductase 1, cytoplasmic (Rattus norvegicus), O89049. 390,000 tested, 1% active. AID 588453, 2011. Potency, µM (highest dose often 114 µM), for the others: top-dose activity change, negative = inhibition, usual class: inhibitors; also: potency is read from the fitted curve at half-maximal effect; % is scaled to controls: 0 for no effect and ±100 for the full control effect; nearly all actives have a fitted effect of over 65% in size
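Rat TrxR1 (90 nM in the dispensed reagent) was pre-reduced with 400 uM NADPH for 5 min at room temperature, then incubated with compound for 15 min. After 400 uM selenite was added, NADPH fluorescence (Ex 340/Em 450 nm) was followed for 8 min.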
The depositor's hits bear a star; [ ] = remark or other dose. Unless noted, calls follow the shape of the dose curve; as a rule, active = well fitted curve in the direction sought with a large enough effect; inconclusive = small, poorly fitted or top-dose-only effect, or another doubt; inactive = no such curve, though single readings can be large; an effect the other way counts as inactive or inconclusive. Only part of the results is shown. The share of hits here may be higher or lower than overall.

How did CCc1noc(C)c1C(=O)Nc1ccc(C#N)cc1 do in these assays?
USP1 inh: -4%; GRP78 ERSR act: -4%; RGS4 inh: 9%; IDH1 R132H inh: 6%; TrxR1 substrate: 11%; Vif-A3G inh: -10%; Vif-APOBEC3F blk: -35%; LDHA block: -7; TrxR1 inh: 27%

How did Cc1ccc(CNC(=O)CNC(=S)N(Cc2ccccc2)Cc2cccnc2)cc1 do in these assays?
USP1 inh: -12%; GRP78 ERSR act: -3%; RGS4 inh: -10%; IDH1 R132H inh: 9%; TrxR1 substrate: -11%; Vif-A3G inh: 12%; Vif-APOBEC3F blk: -4%; LDHA block: 0; TrxR1 inh: -8%

Results for COc1ccc(Cl)cc1NC(=O)COC(=O)CNC(=O)c1ccc([N+](=O)[O-])c(C)c1 ?
USP1 inh: -27%; GRP78 ERSR act: -4%; RGS4 inh: -3%; IDH1 R132H inh: 4%; TrxR1 substrate: -6%; Vif-A3G inh: -1%; Vif-APOBEC3F blk: -4%; LDHA block: -4; TrxR1 inh: -1%

Results for CNC(C)C#Cc1ccc2sc3cccc(OC)c3c(=O)c2c1 (stereo not given) ?
USP1 inh: -22%; GRP78 ERSR act: 0%; RGS4 inh: -27%; IDH1 R132H inh: -8%; TrxR1 substrate: -2%; Vif-A3G inh: 3%; Vif-APOBEC3F blk: 6%; LDHA block: -1; TrxR1 inh: inconclusive

What do the screens show for `C=Cn1c(N2CCOCC2)nc2c1c(=O)[nH]c(=O)n2C`?
USP1 inh: -6%; GRP78 ERSR act: 0%; RGS4 inh: inconclusive; IDH1 R132H inh: 11%; TrxR1 substrate: -6%; Vif-A3G inh: -10%; Vif-APOBEC3F blk: 5%; LDHA block: -1; TrxR1 inh: 25%[57.1 µM]

Results for COCCCNC(=O)CCc1c(C)nc2c(-c3ccc(F)cc3)c(C)nn2c1C ?
USP1 inh: -17%; GRP78 ERSR act: -4%; RGS4 inh: -13%; IDH1 R132H inh: 0%; TrxR1 substrate: -5%; Vif-A3G inh: -11%; Vif-APOBEC3F blk: 0%; LDHA block: -16; TrxR1 inh: -1%

Results for O=C(O)c1ccccc1NC(c1ccccc1)c1ccc(Cl)cc1 (stereo not given) ?
USP1 inh: -12%; GRP78 ERSR act: 1%; RGS4 inh: 2%; IDH1 R132H inh: -6%; TrxR1 substrate: 36%[activator][57.1 µM]; Vif-A3G inh: -5%; Vif-APOBEC3F blk: 0%; LDHA block: 0; TrxR1 inh: -16%[57.1 µM]

What do the screens show for `O=C1CCC(C(=O)Nc2cccc(S(=O)(=O)Nc3ccccc3F)c2)=NN1`?
USP1 inh: -18%; GRP78 ERSR act: -1%; RGS4 inh: -118%; IDH1 R132H inh: 3%; TrxR1 substrate: 8%[57.1 µM]; Vif-A3G inh: 0%; Vif-APOBEC3F blk: 4%; LDHA block: -5; TrxR1 inh: 5%[2.29 µM]

Results for COc1cc(NC(=O)C2CSC3(C)CCC(=O)N23)c(OC)cc1Cl (stereo not given) ?
USP1 inh: -21%; GRP78 ERSR act: -6%; RGS4 inh: -8%; IDH1 R132H inh: 5%; TrxR1 substrate: 0%; Vif-A3G inh: 0%; Vif-APOBEC3F blk: -3%; LDHA block: -5; TrxR1 inh: 15%

Results for COc1ccccc1OCC(O)Cn1c(=N)n(Cc2ccccc2)c2ccccc21 (stereo not given) ?
USP1 inh: -11%; GRP78 ERSR act: -6%; RGS4 inh: -22%; IDH1 R132H inh: 2%; TrxR1 substrate: -12%; Vif-A3G inh: 2%; Vif-APOBEC3F blk: -7%; LDHA block: 0; TrxR1 inh: -18%

Results for COc1ccc2[nH]c(=O)c(CN(Cc3ccco3)C(=O)c3ccccc3)cc2c1 ?
USP1 inh: -21%; GRP78 ERSR act: 3%; RGS4 inh: -24%; IDH1 R132H inh: 6%; TrxR1 substrate: 47%[57.1 µM]; Vif-A3G inh: 1%; Vif-APOBEC3F blk: 0%; LDHA block: 3; TrxR1 inh: 27%[11.4 µM]

Results for CCc1cccc(C)c1NC(=O)CN1C(=O)C2(SCC(=O)N2c2cc(C)cc(C)c2)c2ccccc21 (stereo not given) ?
USP1 inh: -32%; GRP78 ERSR act: -4%; RGS4 inh: -53%; IDH1 R132H inh: -11%; TrxR1 substrate: -2%; Vif-A3G inh: 1%; Vif-APOBEC3F blk: 4%; LDHA block: 2; TrxR1 inh: 13%

Results for CC(C)C(=O)N1CCC2(CC1)Oc1ccc(Cl)cc1C(=O)C21CC(c2ccc(Cl)cc2)=NO1 (stereo not given) ?
USP1 inh: -20%; GRP78 ERSR act: -4%; RGS4 inh: -34%; IDH1 R132H inh: -3%; TrxR1 substrate: -5%; Vif-A3G inh: -7%; Vif-APOBEC3F blk: -7%; LDHA block: 0; TrxR1 inh: -11%

How did CC(NCC(=O)NC(=O)NCCC1=CCCCC1)c1ccc(S(N)(=O)=O)cc1 (stereo not given) do in these assays?
USP1 inh: -1%; GRP78 ERSR act: -5%; RGS4 inh: 18%; IDH1 R132H inh: -1%; TrxR1 substrate: -4%; Vif-A3G inh: -4%; Vif-APOBEC3F blk: -9%; LDHA block: -12; TrxR1 inh: -4%

What do the screens show for `COc1ccc(NC(=O)c2nnn(CC(=O)Nc3cc(C)cc(C)c3)c2N)c(OC)c1`?
USP1 inh: -6%; GRP78 ERSR act: -1%; RGS4 inh: 20%; IDH1 R132H inh: -9%; TrxR1 substrate: 25%; Vif-A3G inh: 2%; Vif-APOBEC3F blk: -2%; LDHA block: -11; TrxR1 inh: 39%[activator]

How did Cc1ccc(-n2cc(CN(C)Cc3nccn3C)c(-c3ccc(F)cc3)n2)cc1 do in these assays?
USP1 inh: inconclusive; GRP78 ERSR act: -4%; RGS4 inh: inconclusive; IDH1 R132H inh: 4%; TrxR1 substrate: 5%[57.1 µM]; Vif-A3G inh: 4%; Vif-APOBEC3F blk: -2%; LDHA block: 5; TrxR1 inh: 7%[57.1 µM]

Results for CCC(=O)NC1=C(Cl)C(=O)C(NC(=O)CC)=C(Cl)C1=O ?
USP1 inh: 32µM*; GRP78 ERSR act: -13%; RGS4 inh: -132%; IDH1 R132H inh: 13%; TrxR1 substrate: -11%[57.1 µM]; Vif-A3G inh: -29%; Vif-APOBEC3F blk: -1%; LDHA block: 22; TrxR1 inh: inconclusive

Results for CC(C)Cc1nc(S(=O)(=O)c2ccc(Cl)cc2)c(N2CCOCC2)o1 ?
USP1 inh: 0%; GRP78 ERSR act: -2%; RGS4 inh: -11%; IDH1 R132H inh: 2%; TrxR1 substrate: 2%; Vif-A3G inh: -1%; LDHA block: -5; TrxR1 inh: 8.9µM*

What do the screens show for `O=C(O)c1cccc(NS(=O)(=O)c2ccc3c(c2)OCCCO3)c1`?
USP1 inh: -12%; GRP78 ERSR act: -4%; RGS4 inh: 21%; IDH1 R132H inh: 10%; TrxR1 substrate: -1%; Vif-A3G inh: -7%; Vif-APOBEC3F blk: -7%; LDHA block: -1; TrxR1 inh: 8%

How did Cc1cc(NC(=O)c2ccc(C)o2)no1 do in these assays?
USP1 inh: -11%; GRP78 ERSR act: 1%; RGS4 inh: -30%; IDH1 R132H inh: 5%; TrxR1 substrate: 8%[57.1 µM]; Vif-A3G inh: 0%; Vif-APOBEC3F blk: -6%; LDHA block: -3; TrxR1 inh: 8%[57.1 µM]

2 entries picked at random from those above, as already listed:
How did Cc1cc(NC(=O)c2ccc(C)o2)no1 do in these assays?
USP1 inh: -11%; GRP78 ERSR act: 1%; RGS4 inh: -30%; IDH1 R132H inh: 5%; TrxR1 substrate: 8%[57.1 µM]; Vif-A3G inh: 0%; Vif-APOBEC3F blk: -6%; LDHA block: -3; TrxR1 inh: 8%[57.1 µM]

Results for CC(C)Cc1nc(S(=O)(=O)c2ccc(Cl)cc2)c(N2CCOCC2)o1 ?
USP1 inh: 0%; GRP78 ERSR act: -2%; RGS4 inh: -11%; IDH1 R132H inh: 2%; TrxR1 substrate: 2%; Vif-A3G inh: -1%; LDHA block: -5; TrxR1 inh: 8.9µM*
